Bioassay records: PubChem, The Scripps Research Institute Molecular Screening Center
TDP2 absorb: TDP2 (human) inhibition, absorbance primary screen | O95551 | recombinant TDP2, T5PNP hydrolysis, p-nitrophenol absorbance 415 nm | inhibition, % at 12.8 µM | hit rate 0.34% among 370,000;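 active = inhibition above the mean of all tested compounds plus 3 SD, set per campaign, cut at about 25% in these data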;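 also: 0% = DMSO with enzyme and 100% = buffer with substrate but no TDP2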
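System: recombinant human TDP2 / Amount: 120 nM TDP2 per well / Also added: 5 mM T5PNP chromogenic substrate / Doses: 12.8 µM single point, 1% DMSO / Incubation: 2 h at 37 °C / Detection: p-Nitrophenol epi absorbance / Evaluation: % inhibition relative to enzyme-containing and enzyme-free wells / Repeats: singlicate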
Tn7 DDE FP: disrupts Tn7 cyclic peptide binding to fibrin D-Dimer-E complex; P02675; FP displacement of FITC-Tn7 peptide from fibrin DD(E); 0% = median of compound wells per plate; inhibition, % at 8.3 µM; hit rate 0.13% among 370,000; AID 720508;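 active = inhibition above the mean of compounds falling within the control limits plus 3 SD of them, cut at about 14% in these data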;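 also: 0% = plate median of compound wells and 100% = 10 µM Aha-Tn7 peptide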
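Test system: human clot-derived fibrin DD(E) complex / Quantity: 2 µM final DD(E) protein / Incubation: 10 min plus 3 h, room temperature / Measured by: fluorescence polarization / Benchmarks: high control of 10 µM Aha-Tn7 peptide / Replicates: singlicate testing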
SIAE primary: human SIAE inhibition, primary screen; Q9HAT2; hit rate 0.69% among 370,000; SIAE FP-Rh probe binding, fluorescence polarization; inhibition, % at 9.66 µM;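 active = inhibition above a cutoff: mean of compounds within the control limits plus 3 SD of those, cut at about 17% in these data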;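 also: 0% = plate median of compound wells and 100% = probe without SIAE protein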
PRMT1 FP inh: PRMT1 (human) inhibition, primary screen. Q99873. recombinant PRMT1, activity-based probe fluorescence polarization. inhibition, % at 2.79 µM. hit rate 1.3% among 370,000;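 active = inhibition above about 21% made by adding two undisclosed values, limit read from the data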
Target sequence (Q99873 whole entry, looked up): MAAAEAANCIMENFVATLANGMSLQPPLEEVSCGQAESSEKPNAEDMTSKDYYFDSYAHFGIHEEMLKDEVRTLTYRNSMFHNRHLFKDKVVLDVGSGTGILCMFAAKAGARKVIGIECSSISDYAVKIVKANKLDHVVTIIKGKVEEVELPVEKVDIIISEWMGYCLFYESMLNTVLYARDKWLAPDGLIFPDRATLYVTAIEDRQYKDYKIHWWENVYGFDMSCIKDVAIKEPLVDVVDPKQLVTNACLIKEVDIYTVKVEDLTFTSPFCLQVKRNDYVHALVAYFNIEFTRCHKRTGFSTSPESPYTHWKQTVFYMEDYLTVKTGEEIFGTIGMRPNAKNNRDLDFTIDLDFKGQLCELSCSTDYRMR
Tn6 DDE FP: DD(E)-Tn6 binding inhibition, primary FP screen; AID 720509; hit rate 0.21% among 370,000; inhibition, % at 8.3 µM; P02675; Fibrin DD(E) TRITC-Tn6 fluorescence polarization displacement;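 active = inhibition above a per-campaign cutoff: mean of compounds within control limits plus 3 SD, cut at about 15% in these data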;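 also: 0% = median of all compound wells on the plate and 100% = blocking peptide control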
TCR-CD3 inh: blocks the human TCR-CD3 interaction | TAMRA-labeled TCR probe fluorescence, biochemical | inhibition, % at 9.4 µM | hit rate 0.37% among 360,000; in the data active = inhibition above about 19%;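 also: recombinant mutant TCR 2C K166C tagged with TAMRA read by polarization; 0% = receptor in buffer alone and 100% = receptor with positive control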
LEDGF integ inh: blocks HIV-1 LEDGF/p75-dependent DNA integration. hit rate 0.64% among 370,000. TR-FRET IN-LEDGF/p75 DNA integration, Eu/Cy5. inhibition, % at 3.7 µM;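 active = inhibition above the screen-wide mean plus 3 SD, cut at about 13% in these data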;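 also: signal is the Cy5 over europium emission ratio at 671 and 618 nm; 0% = plate median of compound wells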
proKLK7 act: activates the human kallikrein-7 zymogen | P49862 | purified proKLK7, EDANS-DABCYL substrate fluorescence; 100% is mature enzyme control, 0% vehicle | activation, % at 7 µM | hit rate 0.9% among 370,000 | AID 652039;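 active = activation above the mean of all tested compounds plus 3 SD, computed per campaign excluding outliers beyond control limits, cut at about 13% in these data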
Target sequence (P49862 whole entry, looked up): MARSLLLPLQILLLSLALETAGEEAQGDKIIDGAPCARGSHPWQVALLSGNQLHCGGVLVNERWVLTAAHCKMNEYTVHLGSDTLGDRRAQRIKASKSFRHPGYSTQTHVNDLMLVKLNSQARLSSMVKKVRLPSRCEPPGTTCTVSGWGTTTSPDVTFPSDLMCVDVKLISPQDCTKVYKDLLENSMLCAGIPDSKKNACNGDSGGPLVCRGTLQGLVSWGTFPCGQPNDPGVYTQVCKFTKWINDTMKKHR
UHRF1 MBD2 ctr: blocks human UHRF1 binding to methylated DNA. Q96T88. UHRF1 binding to methylated oligo, TR-FRET. inhibition, % at 4.4 µM. hit rate 0.75% among 370,000; in the data active = inhibition above about 21%;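 also: UHRF1 SRA domain binding a hemimethylated CpG hairpin DNA probe; 0% = median of test compound wells and 100% = reference inhibitor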
MBD2 inh: inhibitors of human MBD2 binding to methylated oligonucleotide | Q9UBB5 | AID 686964 | inhibition, % at 4.4 µM | TR-FRET | hit rate 0.31% among 370,000; in the data active = inhibition above about 13%
Target sequence (Q9UBB5 whole entry, looked up): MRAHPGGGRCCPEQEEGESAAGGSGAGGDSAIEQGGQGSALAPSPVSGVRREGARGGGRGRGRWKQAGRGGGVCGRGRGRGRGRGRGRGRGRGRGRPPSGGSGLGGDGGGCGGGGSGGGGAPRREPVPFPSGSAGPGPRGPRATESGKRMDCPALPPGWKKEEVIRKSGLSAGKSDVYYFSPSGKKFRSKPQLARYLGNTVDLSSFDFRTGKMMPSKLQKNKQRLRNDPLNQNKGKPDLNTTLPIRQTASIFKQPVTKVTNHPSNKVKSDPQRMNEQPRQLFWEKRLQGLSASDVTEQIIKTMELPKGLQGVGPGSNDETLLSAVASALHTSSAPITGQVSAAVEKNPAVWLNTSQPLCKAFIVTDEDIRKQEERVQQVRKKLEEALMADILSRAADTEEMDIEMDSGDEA
An asterisk follows results filed as active; . = no result given.

SMILES	TDP2 absorb	Tn7 DDE FP	SIAE primary	PRMT1 FP inh	Tn6 DDE FP	TCR-CD3 inh	LEDGF integ inh	proKLK7 act	UHRF1 MBD2 ctr	MBD2 inh
COc1ccc(OC)c(NC(=O)C2(C)CCN2Cc2ccc(SC)cc2)c1 (stereo not given)	9	3	4	0	6	1	-2	0.1	1	0
COC(=O)c1ccc(CSc2nnc(NC(C)C)s2)o1	-5	-4	-9	0	1	4	4	0.3	-1	3
N#CC1=C(SCC(N)=O)NC(=O)CC1c1cccc2ccccc12 (stereo not given)	-9	-6	-2	-2	9	1	-2	0.5	2	3
O=C(COC(=O)c1ccc(F)cc1F)NC1CC1	-14	-2	-4	-1	-2	2	4	0.4	8	0
CC1CCCN(c2cccc3c2S(=O)(=O)N([C@H](C)c2ccccc2)C[C@@H](COCc2ccccc2)O3)C1 (stereo not given in full)	-3	-10	7	0	-5	5	0	-0.4	1	-7
CC(=O)NNc1ncnc2ccccc12	-11	-7	-5	-6	-6	-3	0	0.5	1	-11
O=C(NCc1ccc(OC(F)(F)F)cc1)c1cc(-c2ccccc2)nn1CC1CC(c2cccnc2)=NO1 (stereo not given)	-9	-4	-10	1	2	-1	1	1.0	1	-1
O=C(CCCOc1ccccc1)Nc1ccc(Cl)cn1	-1	-6	1	1	4	0	1	-0.1	-3	5
COc1ccccc1NS(=O)(=O)c1c(C(=O)N2CCCC2)c(C)n(C)c1C	17	-10	13	-6	0	4	2	0.9	0	-2
O=C(NCc1ccccc1)[C@@H]1CCCN1C(=O)[C@H]1CCCN1C(=O)c1ccccc1Cl	7	-3	3	-2	-7	-4	-2	-0.4	0	-4
COc1ccc(-n2nc(N)c(C(N)=O)n2)cc1	-2	-2	-10	-1	-3	3	0	26*	7	2
NC(=O)CSc1nnc(-c2ccc(S(=O)(=O)N3CCOCC3)cc2)n1Cc1ccccc1	-3	4	-6	4	-5	-1	-3	-0.3	5	2
Cc1csc(Sc2ccc([N+](=O)[O-])cc2C(=O)OCC(=O)NC(=O)NC(C)(C)C)n1	-9	-4	-2	-3	9	2	0	-0.3	8	0
c1cc(-c2nnc3n2N=C(c2ccc4c(c2)OCO4)CS3)ccn1	-5	1	2	3	1	.	-4	0.2	6	10
Cc1nc(Sc2ccccc2)c(C#N)c(C)c1[N+](=O)[O-]	6	6	-6	4	4	2	-2	0.1	-1	-1
c1ccc2c(C[C@@H]3CNCCN3CCCCC3CCCCC3)cccc2c1	-9	2	2	2	-9	-1	0	0.1	3	-1
O=C(COC(=O)/C=C/c1ccccc1)NC(=O)NC1CCCCC1	2	3	-6	5	5	-1	1	0.1	2	2
Cc1cc(NC(=O)CSc2nc(C)c(C)c(=O)[nH]2)no1	-1	-8	-2	-2	-5	6	2	0.0	-1	-3
N#CC1=C(N)C(C#N)(C#N)[C@H](c2ccncc2)[C@H]2CN(C(=O)OCc3ccccc3)CC=C12	3	6	2	16	0	-2	-4	31*	-4	0
Cc1cc(C(F)(F)F)n2nc(-c3cnn(C)c3C(F)(F)F)c(Cl)c2n1	5	0	-2	-1	16*	3	1	-0.3	2	-1
CN(C)S(=O)(=O)c1cccc(NC(=O)COC(=O)COc2ccccc2[N+](=O)[O-])c1	-14	-1	8	-8	-2	-8	8	-0.1	5	-5
COc1ccc(C(CNC(=O)c2ccc(S(=O)(=O)Nc3ccc(F)cc3)cc2)N(C)C)cc1 (stereo not given)	-10	-2	5	-2	0	1	2	-0.1	-3	-4
COC(=O)/C=C1\C(=O)N(c2nc3ccccc3s2)C(=S)N1c1ccc(F)cc1	-7	-4	7	2	-4	4	8	0.4	-3	-7
CS(=O)(=O)Nc1ccc(C(=O)NCc2cccnc2)cc1	-2	-10	-2	-1	2	-7	4	0.3	3	3
Cc1[nH]n(-c2ccccc2)c(=O)c1C=Nc1ccc(S(=O)(=O)N=C(N)N)cc1	15	6	-3	3	3	-3	1	0.3	-7	2

The closing 3 entries of the part above are carried over, then new ones follow.
SMILES	TDP2 absorb	Tn7 DDE FP	SIAE primary	PRMT1 FP inh	Tn6 DDE FP	TCR-CD3 inh	LEDGF integ inh	proKLK7 act	UHRF1 MBD2 ctr	MBD2 inh
COC(=O)/C=C1\C(=O)N(c2nc3ccccc3s2)C(=S)N1c1ccc(F)cc1	-7	-4	7	2	-4	4	8	0.4	-3	-7
CS(=O)(=O)Nc1ccc(C(=O)NCc2cccnc2)cc1	-2	-10	-2	-1	2	-7	4	0.3	3	3
Cc1[nH]n(-c2ccccc2)c(=O)c1C=Nc1ccc(S(=O)(=O)N=C(N)N)cc1	15	6	-3	3	3	-3	1	0.3	-7	2
COCC(=O)NCCNc1nc2ccc(C)cc2cc1C	-2	-5	1	-2	-11	6	-2	2.1	-2	1
COc1cccc(CNC(=O)C2CCCN(c3nn4c(=O)cc(C)nc4s3)C2)c1OC (stereo not given)	-15	7	-1	0	-6	-9	8	0.1	9	10
Nc1nonc1N/N=C/c1c(O)ccc2ccccc12	-9	-4	18*	1	-19	16	1	-0.9	-1	4
CC(=O)N1CCN(c2cc(C)nc3nc(C)nn23)CC1	-2	2	6	-3	4	.	-3	0.1	-1	-3
Cc1cccc(OCC(=O)NCC(=O)N/N=C/c2cc(Br)ccc2OCc2ccccc2)c1	3	-2	-2	2	-4	0	-9	0.1	5	-2
CCCCc1c(-c2ccccc2OC)ncn1Cc1ccc(OC)c(Cl)c1	-14	-5	-3	8	-7	-5	-3	0.5	3	5
COc1ccccc1-c1ccc2c(c1)C(C)(Cc1cccc(C#N)c1)C(=O)N2 (stereo not given)	-6	16*	1	1	-2	1	0	0.2	-2	-7
COc1ccc(CC(=O)Nc2ccc(S(=O)(=O)Nc3nccc(C)n3)cc2)cc1	7	-3	3	4	-3	4	-3	0.5	1	7
CCCCN(C(=O)c1ccc(C)o1)c1c(N)n(CC(C)C)c(=O)[nH]c1=O	-3	-7	-4	0	-4	-3	1	0.3	1	-2
CCOC(=O)C1(C(F)(F)F)N=C(c2cccnc2)OC(N2CCCCC2)=N1 (stereo not given)	2	4	1	2	4	-2	2	-0.2	3	3
Cc1ccc(-n2c(SCC(=O)c3ccc(-c4ccccc4)cc3)nnc2-c2ccc(C(C)(C)C)cc2)cc1	2	5	-2	-3	-3	.	1	0.6	0	-1
O=C(NCCN1CCCCC1)c1ccc(Oc2cc(Cl)cc(Cl)c2)o1	-6	0	6	-3	-3	-9	3	0.4	0	-3
CC1(C)CC(=O)c2cnc(NC3CC3)nc2C1	-2	-2	-5	3	1	-11	0	1.2	2	1
C=C(C)Cn1c(Sc2nc3ccccc3[nH]2)nc2c1c(=O)[nH]c(=O)n2C	-1	6	-6	0	6	3	3	-0.3	-1	4
c1ccc(-c2nc(-c3ccccn3)no2)cc1	0	1	1	2	-8	-3	-1	0.1	-1	3
CN(Cc1ccccc1NCC(=O)Nc1ccccc1C#N)C1CCCCC1	-7	4	8	-1	3	3	-1	-0.2	-3	-6
COc1cc(OC)c(NS(=O)(=O)c2ccc3c(c2)NC(=O)CO3)cc1Cl	5	4	-2	-2	-2	7	0	-1.0	-3	2
COc1ccccc1NC(=S)N(Cc1cccnc1)Cc1ccco1	-11	-2	-5	-1	4	6	3	0.3	2	-3
Cc1ccccc1NC(=O)NCc1ccc2c(c1)OCO2	13	0	4	0	0	5	-1	-0.4	-2	3
O=c1c2ccccc2sn1-c1ccc(Cl)cc1	-8	-6	3	90*	1	4	3	0.1	-3	6
O=c1c2cc(F)ccc2[nH]c(=S)n1CCCN1CCOCC1	4	5	6	-2	-1	3	0	-0.3	0	-2
Cc1ccc2[nH]cc(CCNC(=O)c3cccs3)c2c1	-3	2	8	-7	-1	2	2	0.3	1	3
CCc1nc(Nc2ccncc2)c2oc3ccccc3c2n1	12	-2	-7	-3	1	0	3	0.7	-8	8
CC(=O)Nc1ccc(NC(=O)/C=C/c2ccccc2)cc1	7	1	5	-2	-9	5	1	0.1	-3	0
COc1ccc(OC)c(S(=O)(=O)Nc2ccc(-c3ccc4nnc(C)n4n3)cc2)c1	2	5	-12	5	7	1	-3	0.2	-3	-5
The list goes on.
SMILES	TDP2 absorb	Tn7 DDE FP	SIAE primary	PRMT1 FP inh	Tn6 DDE FP	TCR-CD3 inh	LEDGF integ inh	proKLK7 act	UHRF1 MBD2 ctr	MBD2 inh
CN(CC(=O)Nc1cccc(F)c1)C(=O)CCC1CCCCC1	-8	-5	-1	-2	-6	1	4	-0.2	4	1
CC(C(=O)N1CCc2ccccc21)N1CCc2ccccc2C1 (stereo not given)	10	3	2	-1	6	4	-3	0.3	-4	2
COc1ccccc1CC(=O)Nc1cccc(C(=O)Nc2nccs2)c1	-19	5	-5	1	2	2	0	-0.1	0	-3
COc1ccc(C(=O)Nc2nc(C)c3cc4c(cc3n2)OCO4)cc1	4	1	6	-4	-6	0	1	0.1	-4	3
CC1CCN(C2=C(NS(=O)(=O)c3ccc(Cl)cc3)C(=O)c3ccccc3C2=O)CC1	-1	-4	8	-2	2	10	3	0.2	0	-3
C/C=C/c1ccc([C@@H]2[C@H](CO)N(S(C)(=O)=O)[C@H]2CN(C)C(=O)CC)cc1	4	-9	10	-1	4	.	-2	0.6	2	5
CSc1ccc(C(=O)C2CCCN(C(=O)CCc3c(C)nn(C)c3C)C2)cc1 (stereo not given)	-8	-4	3	-1	11	8	1	0.0	-2	2
CCN1CCN(C(=S)Nc2ccc(Cl)cc2)CC1	-4	-3	5	-1	-2	1	-4	0.2	-1	1
O=C(O)C1CCCN(C(=O)/C=C/c2ccccc2)CC1 (stereo not given)	-4	1	-9	-1	1	3	0	0.8	1	-3
Cc1ccc(NC(=O)Nc2cnccn2)cc1	-10	-2	2	-2	-1	3	3	0.2	-4	-5
CCCNC(=O)COC(=O)c1ccc(N2CCCC2)c([N+](=O)[O-])c1	-7	2	3	0	5	-1	-4	-0.2	-1	4
O=C(CCSc1nc(-c2ccco2)cc(C(F)(F)F)n1)NCC1CCCO1 (stereo not given)	2	-1	-1	0	1	4	2	0.5	3	3
O=C(Nc1ccc(CN2CCOCC2)cc1)c1ccco1	-16	-5	-1	0	-7	3	0	-0.4	3	5
Cc1cc(Nc2ccc3c(c2)OCCO3)c2cccc(C)c2n1	-18	0	2	-2	6	1	-2	-0.3	12	1
CCC(=O)N(Cc1ccco1)C1CC(=O)N(c2ccccc2)C1=O (stereo not given)	5	1	0	1	-4	0	1	0.3	3	4
COc1ccc(OC)c(N2C(=O)CC(NNC(=O)c3ccc4c(c3)OCO4)C2=O)c1 (stereo not given)	-3	-1	1	-4	3	6	3	0.9	-3	6
O=c1nc(-c2ccccc2)c2cc(Br)ccc2[nH]1	4	0	-3	-4	3	11	0	3.8	-2	-11
CCCCP(=O)(CCCC)Cc1ccccc1O	-3	1	3	1	7	5	2	0.6	1	3
CCOc1ccc2nc(NC(=O)COc3ccc(N(C)S(=O)(=O)c4ccc(C)cc4)cc3)sc2c1	17	-2	3	2	4	-4	-2	0.7	-1	1
Cc1ccc(Cl)cc1N1CCN(C(=O)c2ccc(CN3CCOCC3)cc2)CC1	-13	-6	-2	2	1	-5	4	0.2	-1	2
